# Screening data (PubChem BioAssay)
# ASAP1 inh = ASAP1 ArfGAP inhibition | Q9ULH1 | ASAP1-stimulated ARF1 GTP hydrolysis, GDP FP detection | inhibition, % at 16.5 µM | 360,000 compounds, 0.19% hits; in the data active = inhibition above about 25%;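 also: 0% = vehicle with enzyme and substrate and 100% = no enzyme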
# HGIII-sPLA2 inh = Blocks human group III sPLA2 activity | Q9NZ20 | QFRET BODIPY PC-A2 liposome hydrolysis, fluorescence | inhibition, % at 12.2 µM | 370,000 compounds, 0.56% hits;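 active = inhibition above mean plus 3 SD of compounds lying within the high and low control bounds, cut at about 19% in these data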;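 also: 0% = median of test compound wells and 100% = no enzyme DMSO wells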
# GC-A act = GC-A (human) enzyme activation. HEK293 GC-A cells, cGMP TR-FRET, EC30 ANP; 0% at EC30 ANP, 100% saturating ANP. activation, % at 10 µM. 370,000 compounds, 0.14% hits; in the data active = activation above about 40%
# Target sequence (P16066 whole entry, looked up): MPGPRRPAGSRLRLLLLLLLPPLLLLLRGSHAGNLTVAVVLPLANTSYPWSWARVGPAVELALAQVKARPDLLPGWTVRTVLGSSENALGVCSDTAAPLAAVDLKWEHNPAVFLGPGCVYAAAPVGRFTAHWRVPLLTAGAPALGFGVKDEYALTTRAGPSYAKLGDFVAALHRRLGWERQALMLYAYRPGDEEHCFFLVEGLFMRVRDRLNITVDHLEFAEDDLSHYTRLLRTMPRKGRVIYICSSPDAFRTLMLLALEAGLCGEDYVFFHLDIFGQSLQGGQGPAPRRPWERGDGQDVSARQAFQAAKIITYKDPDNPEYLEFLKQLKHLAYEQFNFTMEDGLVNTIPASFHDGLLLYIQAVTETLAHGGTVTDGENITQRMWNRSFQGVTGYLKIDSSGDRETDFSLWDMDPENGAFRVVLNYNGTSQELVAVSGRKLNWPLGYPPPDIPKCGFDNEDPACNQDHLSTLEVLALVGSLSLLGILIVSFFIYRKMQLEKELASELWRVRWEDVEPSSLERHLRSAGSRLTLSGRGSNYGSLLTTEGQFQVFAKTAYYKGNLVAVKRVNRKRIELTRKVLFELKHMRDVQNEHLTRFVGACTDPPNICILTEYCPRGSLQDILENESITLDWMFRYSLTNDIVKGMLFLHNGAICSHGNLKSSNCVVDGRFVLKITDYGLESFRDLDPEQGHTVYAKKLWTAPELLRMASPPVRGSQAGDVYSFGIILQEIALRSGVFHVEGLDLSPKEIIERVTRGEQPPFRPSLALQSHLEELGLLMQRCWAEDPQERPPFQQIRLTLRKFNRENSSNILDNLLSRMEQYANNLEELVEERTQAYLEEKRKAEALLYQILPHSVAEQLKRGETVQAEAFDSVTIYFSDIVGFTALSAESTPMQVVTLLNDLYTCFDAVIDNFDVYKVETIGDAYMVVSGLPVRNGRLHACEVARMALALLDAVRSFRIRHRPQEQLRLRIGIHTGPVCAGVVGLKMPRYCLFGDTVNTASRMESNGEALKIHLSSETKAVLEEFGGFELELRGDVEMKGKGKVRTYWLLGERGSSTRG
# FXN GAA850 act = activators of GAA850 frataxin (FXN) promoter. HEK293 lucGAA850 FXN promoter luciferase reporter, 24 h; percent of 10 µM SAHA response. activation, % at 6 µM. 360,000 compounds, 0.56% hits;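 active = activation above the average of all compounds screened plus 3 SD, cutoff fixed separately per campaign, cut at about 7.5% in these data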;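 also: 0% = DMSO wells and 100% = 10 µM SAHA wells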
# ADAM10 inh = inhibits human ADAM10; O14672; recombinant ADAM10, EDANS/DABCYL FRET peptide cleavage, 3 h; inhibition, % at 7 µM; 370,000 compounds, 0.62% hits; AID 720582;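 active = inhibition above a per-campaign cutoff equal to the mean of compounds falling between control-based bounds plus 3 SD, cut at about 20% in these data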;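 also: 0% = DMSO wells while the 100% control is not disclosed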
# KLK7 zymogen act = activates the human kallikrein-7 zymogen. P49862. purified proKLK7, EDANS-DABCYL substrate fluorescence; 100% is mature enzyme control, 0% vehicle. 370,000 compounds, 0.9% hits. activation, % at 7 µM;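 active = activation above the mean of all tested compounds plus 3 SD, computed per campaign excluding outliers beyond control limits, cut at about 13% in these data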
# ARFGAP1 inh = rat ARFGAP1 inhibition; Q62848; Arfgap1-stimulated ARF1 GTP hydrolysis, GDP FP detection; inhibition, % at 16.5 µM; 360,000 compounds, 0.26% hits;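 active = inhibition above a per-plate limit, mean inhibition of low control wells plus 3 SD, cut at about 25% in these data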;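 also: 0% = DMSO wells with enzyme and 100% = wells lacking Arfgap1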
#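 Assay system: Rat Arfgap1 GAP domain (His6, aa 1-136), purified enzyme | Buffer or medium: HEPES 25 mM pH 7.5, NaCl 150 mM, MgCl2, DTT | Schedule: GTP hydrolysis reaction 2 h at 25 °C | Signal: FP of antibody-bound GDP Alexa 633 tracer, ex 620/em 688 nm | Measure: Percent inhibition of Arfgap1-stimulated GTP hydrolysis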
# GC-B act = GC-B (human) receptor activation; P20594; HEK293-GC-B cells, CNP EC30, cGMP TR-FRET; 0% at EC30 CNP, 100% saturating CNP; activation, % at 10 µM; 370,000 compounds, 0.11% hits; AID 1920062;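 active = activation at 10 µM reaching about 35% in either raw or pattern-adjusted values, limit read from the data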
# Tn6 DDE FP = inhibitors of Tn6 peptide binding to human fibrin DD(E); P02675; Fibrin DD(E) TRITC-Tn6 fluorescence polarization displacement; inhibition, % at 8.3 µM; 370,000 compounds, 0.21% hits; AID 720509;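 active = inhibition above a per-campaign cutoff: mean of compounds within control limits plus 3 SD, cut at about 15% in these data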;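 also: 0% = median of all compound wells on the plate and 100% = blocking peptide control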
# rCAG binder = binds r(CAG) RNA repeats | r(CAG) RNA repeat, TO-PRO-1 dye displacement fluorescence | inhibition, % at 3 µM | 370,000 compounds, 1.3% hits;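 active = inhibition above the plate cutoff, the mean of all test compounds on that plate plus 3 SD, cut at about 35% in these data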;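 also: 0% = DMSO alone and 100% = 100 µM mitoxantrone as full dye displacement; higher means more dye released from RNA so lower well fluorescence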
# Numbers without * were called inactive; i = inactive; nt = no result given.
SMILES,ASAP1 inh,HGIII-sPLA2 inh,GC-A act,FXN GAA850 act,ADAM10 inh,KLK7 zymogen act,ARFGAP1 inh,GC-B act,Tn6 DDE FP,rCAG binder
Cc1ccc(S(=O)(=O)N2CCSCCSCCSCCSCC2)cc1,-6,-3,-2,0.0,-5,0.3,5,0,-2,2
COc1ccc(OCCn2ccnc2)cc1,2,1,1,0.2,-4,-0.4,-11,2,2,0
COc1cc(/C=C2/C(=O)N(c3cccc(Br)c3)N=C2C)cc(OC)c1O,4,3,1,0.5,6,1.1,14,-9,0,18
CCCn1c(=O)c2ccccc2n2c(SCCOc3ccc(OC)cc3)nnc12,1,13,-5,3.9,-3,-0.6,-2,-7,1,-3
CC(=O)c1c[nH]c2ccc(C)cc2c1=O,1,11,4,1.2,-74,-0.3,4,6,-1,-2
COc1cc(/C=N/NC(=O)c2ccccc2NS(=O)(=O)c2cccs2)ccc1O,1,-1,4,-0.1,-15,-0.6,-10,-2,1,43*
CC(=O)O[C@]1(C(C)=O)CC[C@H]2[C@@H]3C=C(C)C4=CC(=O)CC[C@@H]4[C@H]3CC[C@@]21C,2,-3,-2,-0.1,-18,1.7,11,0,0,3
O=C1CCC(C(=O)N(CCO)Cc2ccccc2)CN1CCc1cccc(F)c1 (stereo not drawn),3,-5,3,-0.2,0,0.1,16,1,-4,1
CCCCCCn1cc(CN2CC(N(C)CC)CS2(=O)=O)nn1 (stereo not drawn),6,5,1,nt,1,-0.7,11,0,10,0
CC1(C)CC(=O)C(N=Nc2cccnc2)=C(O)C1,8,17,-2,1.4,4,-0.7,5,3,-8,-1
CC(/C=N/NC(=O)CSc1ccccn1)=C\c1ccc(C(C)C)cc1,8,-9,2,7.0,9,0.1,1,-2,-10,1
CN(C)C(=O)COc1ccc(Oc2ccccc2)cc1,-2,-3,3,-2.0,-2,-0.6,-1,3,-2,1
Cc1c(NC(=O)COC(=O)c2ccc[nH]c2=O)c(=O)n(-c2ccccc2)n1C,-2,1,-1,0.2,0,0.0,0,-3,0,1
COC(=O)c1ccc(C(=O)OC)c(NC(=O)CN(c2ccccc2)S(=O)(=O)N(C)C)c1,-1,-2,-20,0.3,-11,0.4,3,-9,-6,4
CC1(C)OC(=O)C(=NNc2ccc(Br)cc2)C(=O)O1,8,-5,1,0.8,2,0.9,4,2,3,-1
Cc1nc2sc(C)c(C)c2c(=O)[nH]1,0,0,2,2.8,-3,0.1,13,2,2,-4
CCC(=O)N(Cc1cc(=O)[nH]c2ccccc12)C1CCCCC1,-1,4,-1,-2.8,-2,-0.2,9,-1,-4,-4
CCCCOc1ccc2c(c1)C(=O)c1cc(O)ccc1-2,-3,-17,8,7.3,16,0.4,11,-1,-15,22
Cc1cnc(CN(C)C(=O)C2CCC(=O)N(CCc3ccc(Cl)cc3)C2)[nH]1 (stereo not drawn),3,3,1,1.2,-2,0.0,8,0,0,2
Cc1ccc(CCNC(=O)C2CCCN(S(=O)(=O)c3cccc4nsnc34)C2)cc1 (stereo not drawn),-2,2,3,1.1,2,-0.1,4,6,0,1
Cc1ccc(C)c(S(=O)(=O)N2CCN(C(=O)CCC(=O)c3cc(C)sc3C)CC2)c1,-1,-6,1,-1.2,-11,0.8,13,-3,-3,1
CCN(C[C@H]1N[C@@](CC)(C(=O)OC)[C@H]2C(=O)N(C)C(=O)[C@@H]12)C(C)=O,-10,14,-3,-0.7,-10,-0.7,5,-1,6,-1
COc1ccc(C(=O)C(CN2CCCC2)c2ccccc2)cc1 (stereo not drawn),8,5,-34,-6.4,12,-0.1,7,-19,-1,-1
COC(=O)C(C)NC(=O)C1CCCN1C(=O)CNC(=O)OCc1ccccc1 (stereo not drawn),7,1,3,-0.9,2,-0.4,-7,1,-3,-2
Cc1ccc(/C=N/NC(=O)CSc2nc3ccccc3n2Cc2ccccc2)o1,-4,-16,0,0.6,9,0.9,-11,0,-3,5

# Five neighbouring compounds out of the list so far, quoted:
SMILES,ASAP1 inh,HGIII-sPLA2 inh,GC-A act,FXN GAA850 act,ADAM10 inh,KLK7 zymogen act,ARFGAP1 inh,GC-B act,Tn6 DDE FP,rCAG binder
COc1cc(/C=N/NC(=O)c2ccccc2NS(=O)(=O)c2cccs2)ccc1O,1,-1,4,-0.1,-15,-0.6,-10,-2,1,43*
CC(=O)O[C@]1(C(C)=O)CC[C@H]2[C@@H]3C=C(C)C4=CC(=O)CC[C@@H]4[C@H]3CC[C@@]21C,2,-3,-2,-0.1,-18,1.7,11,0,0,3
O=C1CCC(C(=O)N(CCO)Cc2ccccc2)CN1CCc1cccc(F)c1 (stereo not drawn),3,-5,3,-0.2,0,0.1,16,1,-4,1
CCCCCCn1cc(CN2CC(N(C)CC)CS2(=O)=O)nn1 (stereo not drawn),6,5,1,nt,1,-0.7,11,0,10,0
CC1(C)CC(=O)C(N=Nc2cccnc2)=C(O)C1,8,17,-2,1.4,4,-0.7,5,3,-8,-1

# (list continues)
SMILES,ASAP1 inh,HGIII-sPLA2 inh,GC-A act,FXN GAA850 act,ADAM10 inh,KLK7 zymogen act,ARFGAP1 inh,GC-B act,Tn6 DDE FP,rCAG binder
COc1ccc(N(CC(=O)NCc2ccco2)C(=O)CCC(=O)Nc2nccs2)cc1,-3,-3,1,-0.7,-6,0.5,5,4,3,-1
O=S(=O)(Nc1ccc(-n2cnnn2)cc1)c1cccs1,9,-3,-4,0.0,-6,-0.1,4,2,5,2
O=C(Nc1ccc2c(c1)OCO2)c1ccccn1,11,1,1,4.6,-5,0.1,15,0,0,6
CCC1SC2=NC(C)=C(C(=O)OC)C(c3ccc(C(=O)OC)cc3)N2C1=O (stereo not drawn),-3,-18,1,-1.9,1,-0.6,-2,2,3,7
O=C(O)c1ccccc1C(=O)NCC(O)c1ccccc1 (stereo not drawn),5,-5,-2,0.4,0,0.4,12,0,-8,3
COc1ccc2ccccc2c1-c1sc(Nc2ccccc2)n[n+]1-c1ccc(F)cc1,-29,8,-8,-3.3,17,0.2,-3,-19,2,16
Nc1nc(NC(=O)CCCC(=O)O)nn1-c1ccccc1,-14,10,2,-1.1,-3,-0.1,8,4,3,0
O=S1(=O)CCN(Cc2ccc(Cl)c(C(F)(F)F)c2)CC1,-4,7,13,2.4,-2,-0.8,6,10,0,-3
CCOc1ccc(-c2noc(CCCC(=O)NC3CCCCC3)n2)cc1OC,12,-1,0,-0.5,-16,-0.1,-3,-1,-1,0
CC(=O)Nc1cccc(NC(=O)C2C3C=CC(C3)C2C(=O)O)c1 (stereo not drawn),-4,0,1,-1.9,1,-0.5,0,-1,1,-1
CCCCCn1c(=O)[nH]c2cc(C(=O)NC3CCN(Cc4ccccc4)CC3)ccc2c1=O,-5,9,-34,1.0,-14,0.1,-1,-12,8,4
COc1ccc(COC(=O)CCc2cc(OC)c(OC)c(OC)c2)cc1F,-18,4,0,-0.3,2,0.5,6,0,-8,0
COC(=O)C1=C(C)N(Cc2ccccc2C(F)(F)F)C(=NCc2cccc(C(F)(F)F)c2)NC1CCc1ccccc1 (stereo not drawn),2,7,-11,nt,-12,-1.0,12,-5,-7,2
COCC1CCCN(C(=O)c2cc(COc3ccc4ncccc4c3)on2)C1 (stereo not drawn),9,-3,0,-3.9,-14,-0.8,7,-6,3,-9
O=NN(CCF)C(=O)NC1CCS(=O)(=O)CC1,-1,-4,-2,nt,11,0.2,-3,0,-1,1
COc1ccc(CNC(=O)Cn2c(=O)oc3cc(S(=O)(=O)N4CCCC4)ccc32)cc1,-7,-6,3,-1.4,-18,-0.2,2,5,5,5
Cc1ccc(C)c(N(CC(=O)NCc2ccco2)C(=O)CNS(=O)(=O)c2ccccc2)c1,-1,-13,2,-3.1,-8,-0.6,-1,-1,-1,-5
CC(C)CCn1nc(C(=O)Nc2nc3c(s2)CCCC3)c2ccccc2c1=O,-12,11,1,-1.4,4,-0.7,2,1,-6,4
NNc1ncnc2scc(-c3ccc(Cl)cc3)c12,8,-13,-4,2.7,-5,-8.0,3,-5,1,2
COc1ccc(OC)c(-c2csc(NC(=O)Cc3cccs3)n2)c1,2,-16,-3,-1.4,4,0.0,10,-3,-5,5
COc1ccc(S(=O)(=O)N2CCOCC2)cc1NC(=O)CSc1n[nH]c(=O)n1C1CC1,11,3,6,-1.3,-3,-0.1,23,0,4,4
COc1ccccc1NC(=O)c1ccc(NC(=O)COC(=O)C2(C)CC2(Cl)Cl)cc1 (stereo not drawn),0,-35,2,2.0,16,0.7,15,3,-12,2
Clc1ccc(OCc2cc(-c3ccccc3)no2)cc1Cl,-14,-4,5,3.5,8,-0.6,-5,5,-1,1
COc1c(C)cc(C(O)c2ncc(-c3ccc4ccccc4c3)[nH]2)cc1C (stereo not drawn),-11,-16,0,2.4,-21,-0.9,1,-5,-9,6
CC(OC(=O)Nc1cccc(Cl)c1)C(=O)O (stereo not drawn),-12,-2,0,2.5,2,-0.1,-6,7,-5,-1

# (continued)
SMILES,ASAP1 inh,HGIII-sPLA2 inh,GC-A act,FXN GAA850 act,ADAM10 inh,KLK7 zymogen act,ARFGAP1 inh,GC-B act,Tn6 DDE FP,rCAG binder
CCN(Cc1cnn(C)c1)C(=O)c1ccc(OC2CCN(S(=O)(=O)N(C)C)CC2)cc1,3,-1,-2,0.6,-3,0.7,1,5,0,-6
COc1ccc(C(=O)Nc2cccc(C)n2)cc1S(=O)(=O)N1CCCc2ccccc21,-6,-5,2,-1.0,12,0.5,-4,3,-9,2
C=CCNC(=O)COc1ccc(N(C)S(=O)(=O)c2ccc(NC(C)=O)cc2)cc1,-4,4,1,-0.5,1,-0.3,-6,3,7,-3
Cc1cncc(NCc2cccc(Cl)c2)n1,-5,-6,-6,2.0,i,-1.5,-4,-8,3,1
COc1ccc(-c2sc3ccccc3c2-c2ccc(OCCN3CCCCC3)cc2)cc1,1,5,-6,1.1,-30,-3.6,8,-7,-1,4
CCN(CC)c1cc(C)c(C#N)c2nc3ccccc3n12,3,4,5,1.8,-122,5.2,5,5,-3,-3
OCC1(Cc2ccccc2)CCCN(Cc2c[nH]c3ccccc23)C1 (stereo not drawn),-1,-15,-12,-0.2,-1,-0.2,0,-12,-1,-1
CCN(C(=O)COC(=O)CCC(=O)c1cccs1)c1ccccc1,8,12,-1,-0.1,-12,-0.6,3,3,-8,-1
COc1ccc(-c2noc(CCC(=O)Nc3cc(Cl)c(OC)cc3OC)n2)cc1,5,-22,0,1.4,10,0.6,10,-2,5,2
COc1ccc2sc(-c3ccc(SC)cc3)c(C#CCO)c2c1,-1,-7,2,0.8,-297,-34,7,-9,0,22
Cc1ccc(C(=O)NN2C(=O)CSC2=S)cc1,-15,6,-4,-0.3,-4,0.0,-8,3,-4,3
COc1ccc(N2CCN(C(=O)C(OC(C)=O)c3ccccc3)CC2)cc1 (stereo not drawn),5,2,-2,1.3,-2,0.1,-2,-3,-4,3
CCCc1nc(N2CCOCC2)c(C#N)c2c1CCCC2,-1,-1,0,3.7,-136,-1.9,3,-4,-1,-2
CN(C)C(=O)N1CCC(C(=O)NC2CCCCCCC2)CC1,-1,0,2,0.8,1,0.6,14,1,1,-5
CCN(C(=O)CSc1ncccc1C(=O)O)C1CCCCC1,5,-4,1,1.0,1,0.2,14,0,-7,1
COc1ccc(N(CC(=O)N/N=C/c2cccs2)S(=O)(=O)c2ccc(OC)c(OC)c2)cc1,13,-9,-6,-2.1,2,0.2,15,-2,-9,1

# Rows are unselected. Share with any hit: about 4.5%.
